High-throughput results deposited in PubChem BioAssay by several laboratories.
MDM2 E3 inh: MDM2-luciferase reporter signal enhancers, primary screen, MDM2 E3 ligase inhibitor project, cell-based, luminescence, 1536-well | E3 ubiquitin-protein ligase Mdm2 (Homo sapiens), Q00987 | cell-based MDM2 ubiquitination luciferase reporter, 2 h; 0 = plate control, 100 = twice control, blank-subtracted | signal enhancement, % at 5 µM | 210,000 tested, 0.11% active | AID 1230, 2008;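 active = signal enhancement of 30% or more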;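 also: luminescence tracks abundance of the self-degrading MDM2-luciferase fusion protein; higher signal means inhibition of MDM2 E3 ligase activity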
Target sequence (Q00987 whole entry, looked up, the tested form may be a part): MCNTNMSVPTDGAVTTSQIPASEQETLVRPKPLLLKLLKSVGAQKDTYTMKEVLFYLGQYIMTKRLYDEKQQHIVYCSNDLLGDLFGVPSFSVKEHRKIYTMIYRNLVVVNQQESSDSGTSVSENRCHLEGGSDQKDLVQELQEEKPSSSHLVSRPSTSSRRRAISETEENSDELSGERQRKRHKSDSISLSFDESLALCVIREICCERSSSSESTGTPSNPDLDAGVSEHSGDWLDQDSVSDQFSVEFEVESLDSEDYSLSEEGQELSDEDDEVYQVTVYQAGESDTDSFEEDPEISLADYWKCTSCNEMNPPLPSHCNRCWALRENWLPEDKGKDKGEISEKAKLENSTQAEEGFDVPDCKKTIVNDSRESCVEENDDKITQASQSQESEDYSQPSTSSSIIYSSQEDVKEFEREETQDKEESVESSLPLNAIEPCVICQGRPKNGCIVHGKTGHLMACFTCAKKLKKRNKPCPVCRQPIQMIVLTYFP
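Test system: stable mammalian line carrying autodegrading MDM2–luciferase fusion reporter; quantity: 2000 cells in each well; times: 4 h cell settling then 2 h compound exposure, 37 °C; detection: luminescence with SteadyLite reagent, 15 min at room temperature; evaluation: percent signal gain over controls, blank-subtracted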
NPY2 pot ag: NPY-Y2 potentiators or agonists, primary screen, cell-based; Neuropeptide Y receptor type 2 (Homo sapiens), P49146; AID 1359, 2008; activation, % at 3.6 µM; cells expressing NPY-Y2, potentiator/agonist read-out; 220,000 tested, 0.45% active; in the data active = activation above about 27%;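 also: cells stimulated with NPY near EC25 plus isoproterenol at EC100; 0% = vehicle plus submaximal agonist and 100% = vehicle plus saturating agonist; some results beyond the cut were filed as inactive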
Target sequence (P49146 whole entry, looked up): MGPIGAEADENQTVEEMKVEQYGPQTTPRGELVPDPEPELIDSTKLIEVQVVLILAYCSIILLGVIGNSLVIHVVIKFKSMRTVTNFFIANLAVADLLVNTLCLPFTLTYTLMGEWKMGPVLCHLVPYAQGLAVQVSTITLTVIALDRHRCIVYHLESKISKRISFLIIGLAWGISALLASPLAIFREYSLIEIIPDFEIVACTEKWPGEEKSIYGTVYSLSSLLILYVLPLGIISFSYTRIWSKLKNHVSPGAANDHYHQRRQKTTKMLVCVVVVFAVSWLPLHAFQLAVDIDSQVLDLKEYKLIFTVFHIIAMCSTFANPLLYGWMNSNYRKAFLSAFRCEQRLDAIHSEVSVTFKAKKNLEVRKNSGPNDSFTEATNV
BaF3 tox: parental Ba/F3 cell viability inhibition, counter-screen for JAK2V617F inhibitor project, murine pro-B, CellTiter-Glo luminescence; 220,000 tested, 1.1% active; CellTiter-Glo ATP luminescence; inhibition, % at 5.6 µM;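 active = inhibition above a per-campaign cutoff, the mean inhibition of all tested compounds plus 3 SD, cut at about 27% in these data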;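 also: 0% = DMSO wells and 100% = JAK Inhibitor I control wells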
Wee1 stabilizer: Wee1 degradation inhibitors, primary screen, cell-based, HeLa, Wee1K328M-luciferase, luminescence; Wee1-like protein kinase (Homo sapiens), P30291; HeLa Luc-Wee1K328M stability; 100% = proteasome inhibitor MG132 effect; reporter increase, % at 5 µM; 220,000 tested, 1.2% active; AID 1321, 2008;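 active = activation above the mean of all tested compounds plus 3 SD, set per screening run, cut at about 8.8% in these data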;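 also: cells exposed to compound for 20 h before luminescence read; 0% = DMSO alone and 100% = MG132 at 30 µM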
Ba/F3 V617F tox: reduced viability of JAK2V617F-dependent Ba/F3 cells, primary screen, JAK2V617F inhibitor project, cell-based, Ba/F3 EpoR-JAK2V617F, luminescence | ATP luminescence | inhibition, % at 5.6 µM | 220,000 tested, 1.1% active;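 active = inhibition above the campaign mean plus 3 SD over all tested compounds, cut at about 24% in these data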;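 also: cytokine-independent growth of Ba/F3 cells driven by EpoR plus mutant JAK2; 0% = DMSO-treated cells and 100% = JAK inhibitor I control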
S1P4 ag: S1P4 receptor agonists, primary screen, cell-based. Sphingosine 1-phosphate receptor 4 (Homo sapiens), O95977. S1P4-expressing cell line, agonist reporter assay. activation, % at 4.98 µM. 220,000 tested, 0.35% active. AID 1509, 2009; in the data active = activation above about 11%;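 also: 0% = DMSO vehicle and 100% = reference agonist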
eIF4E-4G inh: eIF4E–eIF4G protein interaction inhibitors, primary screen, biochemical, uHTS, TR-FRET, eIF4GI fragment; inhibition, % at 21.7 µM; TR-FRET eIF4E-eIF4GI(517-606) binding, 2 h; 220,000 tested, 0.37% active; Eukaryotic translation initiation factor 4E (Mus musculus) + Eukaryotic translation …; AID 782, 2007;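 active = inhibition above about 30%, limit read from the data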;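 also: 0% = full FRET control wells and 100% = background wells lacking eIF4GI fragment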
PERK inhibitor: block of dimerizer-induced PERK translation repression, primary screen, PERK inhibitor project, CHO PERK-DD cells, SEAP luminescence, HTS; Eukaryotic translation initiation factor 2-alpha kinase 3 (Homo sapiens), Q9NZJ5; CHO PERK-DD fusion, SEAP luminescence translation reporter; inhibition, % at 5.6 µM; 220,000 tested, 0.17% active; AID 1416, 2008;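 active = inhibition above the mean inhibition of all tested compounds plus 3 SD, set separately per screening campaign, cut at about 2.9% in these data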;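 also: PERK kinase domain activated by AP20187 dimerizer at 100 nM; 0% = DMSO with dimerizer and 100% = rapamycin at 8.4 µM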
S1P4 antag: S1P4 receptor antagonists, primary screen, cell-based. inhibition, % at 4.98 µM. 220,000 tested, 0.26% active. S1P4-expressing cells, antagonist mode, reporter read-out. AID 1510, 2009. Sphingosine 1-phosphate receptor 4 (Homo sapiens), O95977; in the data active = inhibition above about 29%;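 also: 0% = wells stimulated with agonist and 100% = vehicle wells without agonist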
Starred values were filed as active, the others as inactive; [ ] = dose if it differs, or a comment.

SMILES	MDM2 E3 inh	NPY2 pot ag	BaF3 tox	Wee1 stabilizer	Ba/F3 V617F tox	S1P4 ag	eIF4E-4G inh	PERK inhibitor	S1P4 antag
COc1cc(OC)cc(C(=O)N2CCCc3ccccc32)c1	-7	8	-1	1	-3	0.5	-7	0.8	-6
N#Cc1ccc(NC(=O)COC(=O)CCc2ccc(S(=O)(=O)N3CCCCC3)cc2)cc1	-9	2	6	0	1	2.4	2	0.7	-15
O=C(CCNS(=O)(=O)c1cccc2nsnc12)N1CC(=O)N(CCc2ccccc2)C(=O)C1	-13	11	2	-1	1	-0.7	-4	0.3	-11
O=C(O)CSc1nnc(Nc2ccccc2)n1-c1ccccc1	-8	-3	6	-1	-1	1.5	0	1.2	-13
Cc1ccc(-c2cc3nc(C)cc(C)n3n2)cc1	-13	-10	2	2	-3	-0.3	-3	0.4	-2
CN(C(=O)COC(=O)c1ccc2c(c1)OCCO2)c1ccccc1	-5	-5	4	-1	0	-2.3	-3	0.9	5
CN(C)C(=O)N1CCC(C(=O)NCc2cccs2)CC1	0	2	4	1	1	-0.7	6	0.8	-5
COc1ccc(CC(=O)N2CCC(c3ccccc3)C2)cc1 (centres undefined)	5	-9	3	0	-1	0.9	1	-0.5	9
COC(=O)CN(C(=S)Nc1ccc(Cl)cc1)C1CC(=O)N(c2ccc(OC)cc2)C1=O (centres undefined)	0	9	6	1	-3	0.6	3	1.5	-9
COc1ccc(CNC(=O)CN2CCC(n3nnc4cc(F)ccc43)CC2)cc1	-6	-4	-1	-1	-1	1.1	-2	0.5	6
Cn1c(-c2ccccc2)c(/C=N/NC(=O)c2cccnc2)c2ccccc21	-3	-2	6	0	0	1.5	1	-1.0	-3
O=c1ccc(=O)n(-c2ccccc2)[nH]1	-11	-2	0	2	0	1.4	-4	1.6	3

Some of the entries above, set out differently.
The line under a structure holds: MDM2 E3 inh, NPY2 pot ag, BaF3 tox, Wee1 stabilizer, Ba/F3 V617F tox, S1P4 ag, eIF4E-4G inh, PERK inhibitor, S1P4 antag
CN(C(=O)COC(=O)c1ccc2c(c1)OCCO2)c1ccccc1
 : -5, -5, 4, -1, 0, -2.3, -3, 0.9, 5
Cn1c(-c2ccccc2)c(/C=N/NC(=O)c2cccnc2)c2ccccc21
 : -3, -2, 6, 0, 0, 1.5, 1, -1.0, -3

Remaining list, next part.
SMILES	MDM2 E3 inh	NPY2 pot ag	BaF3 tox	Wee1 stabilizer	Ba/F3 V617F tox	S1P4 ag	eIF4E-4G inh	PERK inhibitor	S1P4 antag
CC(=O)Nc1cccc(C(=O)OCc2ccccc2)c1	-17	5	5	-3	2	0.1	-1	-0.1	-10
CN(C)c1cccc2c1C(=O)c1ccccc1C2=O	-8	33*	4	-2	-4	-0.9	1	-0.3	-36
Cc1cccc(N(CC(=O)NCCSc2ccccn2)S(=O)(=O)c2ccccc2)c1	-8	-3	10	-2	4	-0.6	0[fluorescence artefact?]	-0.7	-15
CCS(=O)(=O)c1ccc2oc(SCC(=O)N3CCCCC3)nc2c1	19	6	2	-4	-3	-1.4	-1	0.0	0
C/C(CC(=O)Nc1ccc(F)cc1)=N\NC(=O)COc1ccccc1	-18	4	1	7	-1	-1.4	2[fluorescence artefact?]	1.4	1
O=C(CNC(=S)N(Cc1ccccc1)Cc1cccnc1)NCCN1CCOCC1	-13	7	-2	0	-5	-0.5	-5	-0.2	4
O=C(COC(=O)c1cccc(N2C(=O)c3ccccc3C2=O)c1)Nc1ccccc1	-12	-10	6	1	-3	0.6	-6	0.8	-6
CN(C)CCCNC(=O)c1ccc2[nH]c3ccccc3c2c1	-19	12	1	-1	-5	-0.5	-7	0.5	-15
CN1C(=O)NC(c2ccc(O)cc2)C(C(=O)c2cccs2)C1(O)C(F)(F)F (centres undefined)	-11	-15	2	6	2	0.7	2	-0.1	-17
COC(CNC(=O)c1ccc(-n2c(=S)[nH]c3ccccc3c2=O)cc1)OC	-13	-5	-6	-2	-4	1.8	5	1.1	-7
O=C(Nc1nc(-c2ccc(S(=O)(=O)N3CCCC3)cc2)cs1)c1ccco1	-1	12	1	3	2	-0.3	-21	-0.8	-16
O=C(Cc1cccs1)Nc1nc(-c2ccc(F)cc2F)cs1	-74	-3	6	1	-3	6.1	3	-0.2	-1
COc1ccc(C(=O)c2c[nH]c3ccccc23)cc1	-7	11	6	5	-1	1.3	-1	-0.4	-4
CC1=CC(C)(C)N(C(=O)CSc2ncn[nH]2)c2ccc(C)cc21	-4	1	5	6	1	1.7	-8	-0.5	-12
C=CCc1ccc(O)c(-c2cc(CC=C)ccc2O)c1	9	15	-8	10*	4	-0.6	-1	0.9	4
O=C1NCCN1c1ccc(CN2CCN(C3CCCCC3)C(CCO)C2)cc1 (centres undefined)	-13	-15	3	-2	-6	-3.7	4	0.8	-4
O=C(NC1CCCc2ccccc21)C1CCN(S(=O)(=O)N2CCCCCC2)CC1 (centres undefined)	3	-19	6	-2	-1	0.3	-3[fluorescence artefact?]	-1.4	-20
O=P(O)(O)c1ccccc1OCCOCCOc1ccccc1P(=O)(O)O	9	8	2	3	-5	0.7	2	0.1	2
Fc1ccccc1C1c2[nH]c3ccccc3c2CCN1Cc1ccoc1 (centres undefined)	3	14	2	0	-3	0.2	1	0.8	-10
CN(C)C(C)(C)C#CC(O)(c1ccccc1)c1ccccc1	-4	-16	-1	-3	-4	-2.2	-1	1.1	-49
Cc1ccc(OCCn2cc(C#N)c3ccccc32)cc1	-4	-24	4	-2	0	1.1	3	-0.2	-4
CCOC(=O)c1ccc(CNCc2ccc(Br)cc2)cc1	-3	-4	9	-1	-1	0.3	7[fluorescence artefact?]	0.4	-16
Cc1nc([N+](=O)[O-])c(Br)n1CC(=O)c1ccccc1	-8	-20	2	-2	-3	0.1	2	0.2	-11
Cc1ccc(CNC(=O)c2ccc(C#CC(C)(C)O)s2)cc1	0	4	3	1	-2	1.4	1	0.9	2
CC1CN(C(=O)c2ccccc2Nc2ccc(SC(F)F)cc2)CC(C)O1 (centres undefined)	-7	14	0	2	-3	1.0	2	0.2	-14
CCN1CCN(C(=O)CN(c2ccc(C)cc2)S(C)(=O)=O)CC1	-16	-7	1	2	-2	0.5	4	-0.2	2
CN(c1ccccc1)S(=O)(=O)c1ccc(NC(=S)NC(=O)c2ccccc2)cc1	1	-28	8	1	4	0.6	-1	-0.6	-3
COc1ccccc1N1C(=O)CC(N(O)c2ccccc2)C1=O (centres undefined)	-7	5	0	1	-1	-0.1	8	0.6	5
CSc1nc2ccccc2cc1/C=C(\C#N)c1cccc(C)c1	-8	-12	5	2	-1	0.7	12	0.9	4
CCOc1ccc(NC(N)=O)cc1OCC	3	14	1	-2	-1	-0.1	-7	0.4	-8
COc1ccc(S(=O)(=O)N2CCSC2c2ccc(OC)c(OC)c2)cc1 (centres undefined)	-36	-2	3	-4	0	1.1	-1	0.0	-17
COc1cccc(NC(=S)N2CCc3cc(OC)c(OC)cc3C2)c1	-35	-13	3	0	-1	1.3	-4	-1.1	-6
Cc1[nH]c2ccccc2c1C1(O)C(=O)N(Cc2ccc3c(c2)OCO3)c2ccccc21 (centres undefined)	8	23	85*	4	78*	0.7	-6	-0.5	-15
Cc1nn(-c2ccccc2)c(N2CCCC2)c1/C=N/NC(=O)c1cc(-c2cccs2)nc2ccccc12	-10	7	0	5	-2	2.2	2	-0.4	-18
CCOc1nc(NCCO)nc(Nc2ccc([N+](=O)[O-])cc2)n1	-4	-12	7	0	2	4.3	-6[fluorescence artefact?]	0.9	-11
CCOC(=O)CNC(=O)c1sc(NC(=O)c2ccccc2F)nc1C	-34	6	5	0	1	1.2	-3	0.6	2
CCc1cc(=O)oc2cc(C)c(CN3CCCC3)c(O)c12	-1	-12	4	-1	-1	1.9	11	0.4	-6
N#C/C(=C/c1cn(CC(=O)O)c2ccccc12)C(=O)Nc1ccccc1	-1	-5	7	-3	2	0.5	1	1.1	-16
Cc1cc2c3c(c1)C1(C(=O)N3C(C)(C)CC2C)C(C#N)=C(N)Oc2cc(O)ccc21 (centres undefined)	-3	8	8	-2	2	2.1	-3	0.0	-20
O=C(NCCC1=CCCCC1)c1ccc(Cl)c(S(=O)(=O)N2CCOCC2)c1	-5	13	7	1	2	1.4	-12	-1.2	-19
O=C(O)c1ccccc1SCc1nc2ccccn2c1Br	-20	-11	4	3	4	-0.6	-7	0.0	2
Cc1cc(C)cc(NC(=O)C2CCN(c3nccs3)CC2)c1	-24	0	5	-3	-1	0.3	-1	-0.8	24
CCOc1ccccc1NC(=O)C12CC3CC(C1)CC(c1ccc(C)cc1)(C3)C2	-3	-18	7	0	3	-0.6	5	0.5	4
O=C(NC1CC2CCCC(C1)N2Cc1cccs1)N1CCOCC1 (centres undefined)	-13	-9	5	-2	0	-2.0	2	1.2	-5
Nc1nc(NCCCN2CCOCC2)nc(Nc2cccc(F)c2)c1[N+](=O)[O-]	-16	6	1	3	3	-0.1	4	-2.2	10

Gathered by group: the compounds so far with two or more sulfur atoms.
SMILES	MDM2 E3 inh	NPY2 pot ag	BaF3 tox	Wee1 stabilizer	Ba/F3 V617F tox	S1P4 ag	eIF4E-4G inh	PERK inhibitor	S1P4 antag
O=C(CCNS(=O)(=O)c1cccc2nsnc12)N1CC(=O)N(CCc2ccccc2)C(=O)C1	-13	11	2	-1	1	-0.7	-4	0.3	-11
Cc1cccc(N(CC(=O)NCCSc2ccccn2)S(=O)(=O)c2ccccc2)c1	-8	-3	10	-2	4	-0.6	0[fluorescence artefact?]	-0.7	-15
CCS(=O)(=O)c1ccc2oc(SCC(=O)N3CCCCC3)nc2c1	19	6	2	-4	-3	-1.4	-1	0.0	0
O=C(Nc1nc(-c2ccc(S(=O)(=O)N3CCCC3)cc2)cs1)c1ccco1	-1	12	1	3	2	-0.3	-21	-0.8	-16
O=C(Cc1cccs1)Nc1nc(-c2ccc(F)cc2F)cs1	-74	-3	6	1	-3	6.1	3	-0.2	-1
CN(c1ccccc1)S(=O)(=O)c1ccc(NC(=S)NC(=O)c2ccccc2)cc1	1	-28	8	1	4	0.6	-1	-0.6	-3
COc1ccc(S(=O)(=O)N2CCSC2c2ccc(OC)c(OC)c2)cc1 (centres undefined)	-36	-2	3	-4	0	1.1	-1	0.0	-17

Compounds were not picked by outcome, and some 4.1% of all compounds hit somewhere here.
